High-throughput results deposited in PubChem by Johns Hopkins Ion Channel Center.
MrgX1 agonist: agonists of human MrgX1 receptor | 0.44% of 310,000 active | AID 588627 | MrgX1-HEK293 cells, Fluo-4 calcium fluorescence, agonist mode; hits give high values | B-score at 10 µM;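 active = calcium response B-score plate-corrected fluorescence ratio at least 3 library SD, with starting fluorescence B-score inside 5 SD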
Target sequence (Q96LB2 whole entry, looked up): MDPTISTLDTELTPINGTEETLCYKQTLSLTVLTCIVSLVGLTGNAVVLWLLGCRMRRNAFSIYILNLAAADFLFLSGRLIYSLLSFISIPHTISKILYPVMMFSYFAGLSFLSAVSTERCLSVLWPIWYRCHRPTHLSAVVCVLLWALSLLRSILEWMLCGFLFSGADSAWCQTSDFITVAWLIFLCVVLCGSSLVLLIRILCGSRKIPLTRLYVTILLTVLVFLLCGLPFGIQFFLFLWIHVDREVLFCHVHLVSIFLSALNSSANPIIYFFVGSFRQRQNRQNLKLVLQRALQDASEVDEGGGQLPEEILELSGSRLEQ
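times = overnight plating, then 30 min 37 °C plus 30 min room-temperature dye loading | assay system = stable human MrgX1 HEK293 cell line | input = fifteen thousand cells per well | signal = kinetic calcium dye fluorescence, Fluo-4 NW | dosing = compound delivered in addition one of three | read-out = B-scored fluorescence response ratio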
TRPC4 act: TRPC4 (mouse) channel activation; HEK293 TRPC4beta/mu-opioid, Fluo4 calcium fluorescence; hits give high values; Q9QUQ5; B-score at 10 µM; 0.49% of 310,000 active;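 active = B-score above 5 SD of library B-scores, and initial fluorescence ratio not above library mean plus 5 SD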;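 also: positive B-score marks a calcium rise read as TRPC4 activation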
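Assay system: HEK293 stable line with TRPC4beta plus mu-opioid receptor; schedule: 45 min room-temperature Fluo4 loading, 110 s read; technique: kinetic Fluo4 calcium fluorescence; evaluation: integrated baseline-normalised fluorescence ratio, converted to per-well B score; controls: buffer (low) and maximal DAMGO (high)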
MrgX1 PAM: human MrgX1 positive allosteric modulation, primary screen | MrgX1-HEK293, Fluo-4 calcium flux, FDSS; hits give high values | B-score at 10 µM | 0.63% of 310,000 active | AID 588675;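 active = plate-corrected calcium response at least 3 library SD above typical, normal starting fluorescence, not activating the receptor alone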;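 also: compound read alongside a low EC10 to EC30 dose of BAM8-22 agonist; peak minus trough fluorescence over baseline measured at the second addition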
ANO1 block: blocks the mouse calcium-activated chloride channel TMEM16A; Q8BHY3; HEK293 TMEM16A/YFP iodide influx fluorescence, ionomycin; normalized B-score (activity score, 25-100; higher = stronger inhibition) at 10 µM; 1.2% of 310,000 active;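 active = ratio plate-corrected score three or more library SD toward inhibition, starting fluorescence score within five deviations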;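 also: score derived from kinetic fluorescence span divided by baseline fluorescence per well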
RGS4 block: inhibitors of human RGS4 | P49798 | HEK293 M3R/RGS4 inducible, Fluo-4 calcium flux; hits give high values; triggered by carbachol at its EC20 | B-score at 10 µM | 0.45% of 310,000 active | AID 463165;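 active = B-score, a plate-corrected calcium signal, over three deviations above library mean, with baseline fluorescence within five deviations of library mean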;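 also: RGS4 expression induced by doxycycline in cells with stable M3 receptor; B-score is computed from the integrated fluorescence ratio over baseline after carbachol; higher B-score means a larger calcium signal and so more RGS4 inhibition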
Target sequence (P49798 whole entry, looked up): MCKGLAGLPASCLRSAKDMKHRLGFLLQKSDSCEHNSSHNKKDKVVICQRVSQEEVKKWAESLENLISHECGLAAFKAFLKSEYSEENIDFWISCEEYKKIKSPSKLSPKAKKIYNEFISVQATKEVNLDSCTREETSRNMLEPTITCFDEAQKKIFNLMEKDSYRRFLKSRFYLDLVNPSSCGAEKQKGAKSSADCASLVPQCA
ANO1 activ: activators or potentiators of mouse TMEM16A chloride channel | Q8BHY3 | HEK293 TMEM16A/YFP-H148Q/I152L, iodide quench fluorescence; hits give low values | B-score at 10 µM | 0.3% of 340,000 active;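 active = fluorescence-ratio B-score plate-corrected deviation score at least 3 library SD below zero, with starting fluorescence score within 5 deviations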;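 also: channel opened by trigger with iodide after compound preincubation; score built on the fluorescence ratio of max minus min over baseline; more negative score means more quench and so TMEM16A activation or potentiation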
TRPC4 inh: TRPC4 (mouse) channel inhibition; Q9QUQ5; HEK293 TRPC4beta/mu-opioid, DAMGO-evoked Fluo4 calcium flux; hits give low values; B-score at 10 µM; 0.39% of 300,000 active; AID 2247;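 active = B-score over 3 SD under the library average, no early fluorescence shift, positive overall ratio signal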
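Signal: kinetic Fluo4 fluorescence imaging of calcium influx. Material: stable TRPC4beta/mu-opioid receptor HEK293 cells. Probe or stimulus: DAMGO in two steps, submaximal then maximal.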
TRPC6 act: activates the mouse TRPC6 cation channel; Q61143; HEK293-TRPC6 membrane potential dye fluorescence; hits give high values; B-score at 10 µM; 0.13% of 310,000 active; AID 2550;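 active = B-score of the integrated fluorescence ratio above library mean plus 3 SD, and starting fluorescence ratio within library mean plus 5 SD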;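 also: higher score means more depolarization so channel activation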
TRPC4 potent: TRPC4 (mouse) allosteric potentiation. Q9QUQ5. HEK293 TRPC4beta/mu-opioid, DAMGO EC20, Fluo-4 Ca2+ flux; hits give high values. B-score at 10 µM. 0.42% of 310,000 active. AID 2227;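 active = B-score of calcium response area above 5 SD of library B-scores, with initial fluorescence ratio within 5 SD of library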;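 also: B-score of integrated fluorescence ratio over time as area under calcium response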
MrgX1 antagonist: human MrgX1 receptor antagonism, primary screen. AID 588676. 1.3% of 310,000 active. Q96LB2. MRGX1-HEK293 calcium flux, Fluo-4, BAM8-22 antagonism; hits give low values. B-score at 10 µM;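 active = calcium-response B-score plate-corrected more than 3 library SD below zero, starting fluorescence within 5 deviations, no agonist response on first addition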;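 also: peak minus trough fluorescence over baseline after final BAM8-22 challenge near maximal dose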
TRPC6 inhibitor: inhibitors of mouse TRPC6 channel; 1.1% of 310,000 active; HEK293-TRPC6, membrane potential dye, ACh-evoked depolarization; hits give low values; AID 2553; B-score at 10 µM;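 active = B-score under library mean minus 3 SD, initial fluorescence not abnormally high, positive integrated signal ratio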;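 also: B-score derived from integrated fluorescence ratio over the kinetic read; more negative B-score means stronger inhibition of depolarization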
* hit, by the source's call; i = inactive; . = no result given. Not all compounds are listed. The share of hits here may be higher or lower than overall.

Every second line gives: MrgX1 agonist | TRPC4 act | MrgX1 PAM | ANO1 block | RGS4 block | ANO1 activ | TRPC4 inh | TRPC6 act | TRPC4 potent | MrgX1 antagonist | TRPC6 inhibitor
> COc1ccc(Cn2c(N)c(C(=O)NCc3ccco3)c3nc4ccccc4nc32)cc1
  i | i | i | i | i | i | i | i | i | i | i
> CCC(C)C(=O)N[C@@H](c1ccccc1)[C@@H](O)C(=O)O[C@H]1C[C@@]2(O)[C@@H](OC(=O)c3ccccc3)C3[C@](C)(C(=O)[C@H](OC(C)=O)C(=C1C)C2(C)C)[C@@H](O)C[C@H]1OC[C@@]31OC(C)=O (some centres not stated)
  i | i | i | i | i | i | i | i | i | i | i
> COc1ccc(C(=O)OC2C[C@H]3CC[C@@H](C2)N3O)cc1OC (some centres not stated)
  i | i | i | i | i | i | i | i | i | i | i
> Cc1ccc(OP(N)(=O)Oc2ccc(C)cc2)cc1
  i | i | i | i | i | i | i | i | i | i | i
> Cc1c(C(=O)C(=O)N2CCC3(CC2)OCCO3)c2ccccc2n1C
  i | i | i | i | i | i | i | i | i | i | i
> O=C(c1cc(S(=O)(=O)N2CCC3(CC2)OCCO3)ccc1F)N1CCC2(CC1)OCCO2
  i | i | i | i | i | i | i | i | i | i | i
> C=CCn1c(O)c(C(C)=NC2CCN(Cc3ccccc3)CC2)c(=O)[nH]c1=O
  i | i | i | i | i | i | i | i | i | i | i
> CCCNC(=O)c1c(N)n(CC2CCCO2)c2nc3ccccc3nc12 (configuration not stated)
  i | i | i | i | i | i | i | i | i | i | i
> O=C1NS(=O)c2cc([N+](=O)[O-])cc([N+](=O)[O-])c21 (configuration not stated)
  i | i | i | i | i | i | i | i | i | i | i
> COCc1cc(OC(=O)N(C)C)nc(-c2ccccc2)n1
  i | i | i | i | i | i | i | i | i | i | i
> Nc1c(C(=O)NCc2ccco2)c2nc3ccccc3nc2n1Cc1ccccc1
  i | i | i | i | i | i | i | i | i | i | i
> Cc1ccc(C)c(NC(=S)NCCc2cnc[nH]2)c1
  i | 142* | i | i | i | i | i | i | i | i | i
> O=C(c1cc(Br)ccc1Cl)N1CCC2(CC1)OCCO2
  i | i | i | i | i | i | i | i | i | i | i
> O=C(c1ccc2nc(-c3ccco3)c(-c3ccco3)nc2c1)N1CCC2(CC1)OCCO2
  i | . | i | i | . | i | . | . | . | i | .
> Fc1ccc(C(OCCN2CCN(CCCc3ccccc3)CC2)c2ccc(F)cc2)cc1
  i | i | i | i | i | i | i | i | i | i | i
> CC1=C2[C@@H]3OC(=O)[C@H](C)C3CC[C@@]2(C)C=CC1=O (some centres not stated)
  i | i | i | i | i | i | i | i | i | i | i
> CNC(=O)O/N=C(\N)Cc1csc2ccc(Cl)cc12
  i | i | i | i | i | i | i | i | i | i | i
> C[N+]12CN3CN(CN(C3)C1)C2
  i | i | i | i | i | i | i | i | i | i | i
> CN(C=O)CP(=O)(O)CN(C)C=O
  i | i | i | i | i | i | i | i | i | i | i
> CCC(Oc1cc(Cl)ccc1Cl)C(=O)N1CCC2(CC1)OCCO2 (configuration not stated)
  i | i | i | i | i | i | i | i | i | i | i
> CC1=C2[C@H]3OC(=O)[C@@H](C)[C@@H]3CC[C@@]2(C)C=CC1=O
  i | . | i | i | . | i | . | . | . | i | .
> Cc1[nH]c2ccccc2c1CCN
  i | i | i | i | i | i | i | i | i | i | i
> O=C(N/N=C1/CN2CCC1CC2)c1cc2ccccc2cc1O
  i | i | i | i | i | i | i | i | i | i | i
> N#CC1=C(N)Oc2c(c(=O)oc3ccccc23)C1c1cccnc1 (configuration not stated)
  i | i | i | i | i | i | i | i | i | i | i
> COc1cccc([C@@]2(O)CCCC[C@@H]2CN(C)C)c1
  i | i | i | i | i | i | i | i | i | i | i
> O=C(OCC(=O)c1ccc([N+](=O)[O-])cc1)/C(=C/c1ccc(Cl)cc1)NC(=O)c1ccccc1
  i | i | i | i | i | i | i | i | i | i | i
> COc1ccc(OC)c(-n2c(O)c(/C=C3\C(C)=Nc4ccccc43)c(=O)[nH]c2=O)c1
  i | i | i | i | i | i | i | i | i | i | i
> Cc1cccc(N2C(=O)NC(=O)/C(=C\c3cnn(-c4ccccc4)c3)C2=O)c1
  i | i | i | i | i | i | i | i | i | i | i
> C1CNC2NCCNC2N1 (configuration not stated)
  . | i | . | . | i | i | i | i | i | . | i
> CC(=NCc1cccnc1)c1c(O)n(C2CCCCC2)c(=O)[nH]c1=O
  i | i | i | i | i | i | i | i | i | i | i
> CCCCCCn1c(=O)c(C(=O)Nc2c(C)n(C)n(-c3ccccc3)c2=O)c(O)c2ccccc21
  i | i | i | i | i | i | i | i | i | i | i
> C#CC1(O)CCC2C3CCC4=C/C(=N/OCC(=O)NCC(=O)NC(C(=O)O)C(C)C)CC[C@]4(C)C3CC[C@@]21C (some centres not stated)
  i | i | i | i | i | i | i | i | i | i | i
> C=CCn1c(O)c(C(CC)=Nc2ccc(N(CC)CC)cc2)c(=O)[nH]c1=O
  i | i | i | i | i | i | i | i | i | i | i
> CCn1c(=O)cc(OCC(=O)N2CCC3(CC2)OCCO3)c2ccccc21
  i | i | i | i | i | i | i | i | i | i | i
> CCOP(=O)(Cc1cc(C(C)=O)c(C)o1)OCC
  i | i | i | i | i | i | i | i | i | i | i
> C#CCN[C@H](C)Cc1ccccc1
  i | . | i | i | . | i | . | . | . | i | .
> Cc1ccc(S(=O)(=O)N[C@@H](CCCCN)C(=O)CCl)cc1
  i | i | i | i | i | i | i | i | i | i | i
> CC(=O)N1N=C(c2cccnc2)CC1c1ccccc1O (configuration not stated)
  i | i | i | i | i | i | i | i | i | i | i
> CCCCCn1c(=O)c(C(=O)NCc2ccc(Cl)cc2)c(O)c2ccccc21
  i | i | 8.77* | i | i | i | i | i | i | i | i
> CN(C)C(=O)Oc1ccc(Br)c2ccccc12
  i | i | i | i | i | i | i | i | i | i | i

An excerpt from above in order of SMILES length, descending.
Every second line gives: MrgX1 agonist | TRPC4 act | MrgX1 PAM | ANO1 block | RGS4 block | ANO1 activ | TRPC4 inh | TRPC6 act | TRPC4 potent | MrgX1 antagonist | TRPC6 inhibitor
> C#CC1(O)CCC2C3CCC4=C/C(=N/OCC(=O)NCC(=O)NC(C(=O)O)C(C)C)CC[C@]4(C)C3CC[C@@]21C (some centres not stated)
  i | i | i | i | i | i | i | i | i | i | i
> C=CCn1c(O)c(C(CC)=Nc2ccc(N(CC)CC)cc2)c(=O)[nH]c1=O
  i | i | i | i | i | i | i | i | i | i | i
> CC(=O)N1N=C(c2cccnc2)CC1c1ccccc1O (configuration not stated)
  i | i | i | i | i | i | i | i | i | i | i

New compounds follow:
Every second line gives: MrgX1 agonist | TRPC4 act | MrgX1 PAM | ANO1 block | RGS4 block | ANO1 activ | TRPC4 inh | TRPC6 act | TRPC4 potent | MrgX1 antagonist | TRPC6 inhibitor
> CCOC(=O)c1ccc(NC(=O)N2C[C@@H]3C[C@@H](C2)c2cccc(=O)n2C3)cc1
  i | i | i | i | i | i | i | i | i | i | i
> COc1nc(NCC2CCCO2)nc(N2CC3CC(C2)c2cccc(=O)n2C3)n1 (configuration not stated)
  i | i | i | i | i | i | i | i | i | i | i
> COc1cc(/C=C/[N+](=O)[O-])ccc1O
  i | i | i | i | 26.2* | i | i | i | i | i | i
> Cc1ccc(C)c(Cn2c(C(=O)O)c(C=O)c3ccccc32)c1
  i | i | i | i | i | i | i | i | i | i | i
> O=C1NC(=O)C(=C/C=C/c2coc3ccc(Br)cc3c2=O)C(=O)N1
  i | i | i | i | i | . | i | i | i | i | i
> O=C1NC(=O)C(CCc2ccncc2)(CCc2ccncc2)C(=O)N1CCc1ccc(F)cc1
  i | i | i | i | i | i | i | i | i | i | i
> Cc1ccc(C(=O)COC(=O)Cc2ccccc2)cc1
  i | i | i | i | i | i | i | i | i | i | i
> COC1=CC=C2[C@H]3Cc4ccc(OC)c5c4[C@@]2(CCN3C)[C@H]1O5
  i | i | i | i | i | . | i | i | i | i | i
> CCN1C(=O)NC(=O)/C(=C\c2cn(CC(=O)N3CCCC3)c3ccccc23)C1=O
  i | i | i | i | i | i | i | i | i | i | i
> C=C1N2CCC(CC2)C1(O)c1ccc(C)cc1 (configuration not stated)
  i | i | i | i | i | i | i | i | i | i | i

An excerpt from above, limited to ANO1 block, TRPC6 inhibitor and TRPC4 act.
Compound	ANO1 block	TRPC6 inhibitor	TRPC4 act
O=C1NC(=O)C(CCc2ccncc2)(CCc2ccncc2)C(=O)N1CCc1ccc(F)cc1	i	i	i
Cc1ccc(C(=O)COC(=O)Cc2ccccc2)cc1	i	i	i
COC1=CC=C2[C@H]3Cc4ccc(OC)c5c4[C@@]2(CCN3C)[C@H]1O5	i	i	i
CCN1C(=O)NC(=O)/C(=C\c2cn(CC(=O)N3CCCC3)c3ccccc23)C1=O	i	i	i

Next compounds
Every second line gives: MrgX1 agonist | TRPC4 act | MrgX1 PAM | ANO1 block | RGS4 block | ANO1 activ | TRPC4 inh | TRPC6 act | TRPC4 potent | MrgX1 antagonist | TRPC6 inhibitor
> C=CCn1c(O)c(C=NC2CCN(Cc3ccccc3)CC2)c(=O)[nH]c1=O
  i | i | i | i | i | i | i | i | i | i | i
> COc1ccc(-n2c(/C=C3/C(=O)Nc4ccccc43)nc3ccccc3c2=O)cc1
  i | i | i | i | i | i | i | i | i | i | i
> COc1cccc(C2CCN(CC(=O)Nc3cc(Cl)ccc3OC)CC2O)c1 (configuration not stated)
  i | i | i | i | i | i | i | i | i | i | i
> Cn1c(O)c(C=NC2CC(C)(C)NC(C)(C)C2)c(=O)n(C)c1=O
  i | i | i | i | i | i | i | i | i | i | i
> Cc1ccc(-n2c(-c3cccs3)nc3ccccc3c2=O)cc1
  i | i | i | i | i | i | i | i | i | i | i
> C=CCN1C(=O)C2(C(C(=O)OCC)=C(N)Oc3ccccc32)C2=C1CCCC2=O (configuration not stated)
  i | i | i | i | i | i | i | i | i | i | i
> O=S(=O)(NC1CCCCCCC1)OCC(Cl)(Cl)Cl
  i | i | i | i | i | i | i | i | i | i | i
> Brc1cc2c(cc1CN1CCN(c3ccccc3)CC1)OCCO2
  i | i | i | i | i | i | i | i | i | i | i
